# Compound activity from PubChem BioAssay.
# KDM5B inh: blocks human KDM5B histone demethylase activity; KDM5B demethylase, FDH-coupled NADH fluorescence (FDH is formaldehyde dehydrogenase); Q9UGL1; Potency, µM (highest dose often 57.7 µM), inactives show at the highest dose activity change, negative = inhibition, usual class: inhibitors; 2.6% of 220,000 active; active means well fitted inhibition curve with a large enough effect; inconclusive means small, poorly fitted or top-dose-only effect; inactive means no such curve, though single readings can be large or run the other way; further: 0% is about no effect; nearly all actives have a fitted effect of over 70% in size
#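 qHTS format, multiple compound concentrations. Buffer 50 mM HEPES pH 7.5/0.01% Tween-20; 200 nM KDM5BΔAP final; 10 min compound preincubation; substrate-mix levels 12.5 µM peptide, 25 µM α-KG, 0.25 mM NAD⁺; 30 min RT; ΔRFU.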
# Starred values were filed as active, the others as inactive; ? = inconclusive; [ ] = another dose, or the depositor's remark. Potency means the concentration at half of the fitted maximal effect. Only part of the results is shown; rates above refer to the full screens.
# Start of the listing, in advance, two compounds:
structure	KDM5B inh
O=C(O)CCS(=O)(=O)C1CCCC1	15%
CCCCn1c(=O)[nH]c(=O)c2c1nc(CCC(=O)OC)n2CC(C)C	-9%

# This part in full, previewed entries included:
structure	KDM5B inh
O=C(O)CCS(=O)(=O)C1CCCC1	15%
CCCCn1c(=O)[nH]c(=O)c2c1nc(CCC(=O)OC)n2CC(C)C	-9%
COc1ccc(CC(=O)NC(C)c2nnc(SCC(=O)c3ccc(Cl)cc3Cl)n2C)cc1 (stereo not drawn)	11%
Cc1ccc(CNC(=O)CN2C(=O)COc3ccc(S(=O)(=O)N4CCC(C)CC4)cc32)cc1	-16%
COCCNC(=S)N[C@H]1C[C@H]2C(=O)NC[C@@H](CCC(=O)NCc3ccccc3)N2C1	?
Cc1cc(NS(=O)(=O)Cc2ccccc2)cc2sc(NC(=O)c3ccccc3)nc12	?
CCOc1ccc(C(=O)N2CCCN(c3cc(-c4ccc(Cl)cc4)[nH]n3)CC2)cc1OCC	?
Cc1ccc(-c2ncc[nH]2)o1	?
C=CCOc1cccc(CNC(C)(C)CO)c1	32%[activator]
Oc1cccc2c(N=Cc3ccc(F)c(F)c3)cccc12	?
Cc1oc(-c2ccccc2F)nc1CS(=O)(=O)CC(=O)NCCCc1ccccc1	20%
O=C(CC1C(=O)NCCN1Cc1cccc(Oc2ccccc2)c1)NC1CCOCC1 (stereo not drawn)	?
O=C(c1cccs1)N1CCOC(CCc2ccccc2)C1 (stereo not drawn)	-1%
Clc1cccc(-c2csc(Nc3cccnc3)n2)c1	-13%
Cc1cc(Cl)ccc1S(=O)(=O)N(C)CC1CCOCC1	21%
Cc1nccc(-c2cccc(NC(=O)c3cc[n+]([O-])cc3)c2)n1	21%
COC(=O)C1CCN(S(=O)(=O)NCc2ccnc(Oc3ccc(C)c(C)c3)c2)CC1	-10%
Cc1ccc(NC(=O)Cn2c(=O)n(Cc3nc(-c4ccccc4)no3)c(=O)c3ccccc32)c(C)c1	22%
CCN1CCN(c2ccc(NC(=O)c3cccc(C(F)(F)F)c3)cc2)CC1	13%
COc1ccc(C(=O)N2CCOCCNC(=O)CC2)c(OC)c1	12%

# Already shown: an excerpt of the list.
structure	KDM5B inh
CCN1CCN(c2ccc(NC(=O)c3cccc(C(F)(F)F)c3)cc2)CC1	13%
COc1ccc(C(=O)N2CCOCCNC(=O)CC2)c(OC)c1	12%

# Continuation:
structure	KDM5B inh
COc1ccc(-c2nc(-c3c[nH]c(C(=O)N4CCCC4)c3)cs2)cc1	-34%
O=C(N[C@H](c1ccccn1)C1CC(O)C1)c1cccc(Cn2cccn2)c1 (stereo partly drawn)	21%
CCOC(=O)c1c(C)noc1-c1ccc(Br)o1	?
Cc1c(-c2ccccc2)oc2c(C(=O)OCC(=O)NC(=O)NCCC(C)C)cccc2c1=O	8%
CCOc1ccc(N(CC(=O)NCc2ccccc2Cl)S(=O)(=O)c2c(C)[nH]c(=O)[nH]c2=O)cc1	?
CCC(C)NC(=O)Cn1ccn2nc(-c3ccc(F)cc3)c(CO)c2c1=O (stereo not drawn)	-24%
CC(=O)Nc1cccc(NC(=O)C(=O)NCCc2csc(-c3ccc(C(F)(F)F)cc3)n2)c1	3%
CC1CN(C(=O)CCC(=O)NCc2ccccc2)c2cc(Cl)ccc2O1 (stereo not drawn)	1%
COCC1(c2nc(-c3ccc(C(N)=O)cc3)nn2-c2ccc(OC)cc2)CC1	?
COc1cccc(-c2nc3ccccc3c(C)c2C#N)c1	-5%
CN(C)C[C@@H]1CN(S(C)(=O)=O)C[C@H]1NC(=O)c1ccc(Cl)cc1	-2%
CCN(Cc1ccccc1)C(=O)Cn1c(=O)n(-c2ccc(OC)cc2OC)c(=O)c2c(C)c(C)sc21	-1%
COc1ccc(-c2cn3c(n2)sc2cc(C(=O)NC4CCCCC4)ccc23)cc1	?
COc1cccc(NC(=O)c2sc3nc(C)c(C(=O)Nc4ccc(C)cc4C)c(-c4ccc(C)o4)c3c2N)c1	?
O=C(c1cc(COc2ccccc2F)[nH]n1)N1CCCC(CN2CCOCC2)C1 (stereo not drawn)	-10%
O=C(Cc1cccc(F)c1)NCCn1cccc1-c1nc(-c2ccc3c(c2)OCO3)no1	?
CC(C)(C)c1ccc(C(=O)NCc2nnc(SCC(=O)NC3CCCC3)o2)cc1	-9%
CC(C)=CCn1c(-c2ccc(F)cc2)cn2cc(C(=O)N3CCCCC3)nc2c1=O	-13%
Cc1csc(Nc2nc(N)c(C(=O)Nc3cc(Cl)ccc3F)o2)n1	34%
COc1cccc(OCC(=O)c2ccc3c(c2)N(CCCC(=O)NCc2ccccc2)C(=O)CO3)c1	-3%

# A draw from above in order of molecular weight, low to high:
structure	KDM5B inh
COc1cccc(-c2nc3ccccc3c(C)c2C#N)c1	-5%
O=C(c1cc(COc2ccccc2F)[nH]n1)N1CCCC(CN2CCOCC2)C1 (stereo not drawn)	-10%
COc1ccc(-c2cn3c(n2)sc2cc(C(=O)NC4CCCCC4)ccc23)cc1	?
O=C(Cc1cccc(F)c1)NCCn1cccc1-c1nc(-c2ccc3c(c2)OCO3)no1	?
CC(=O)Nc1cccc(NC(=O)C(=O)NCCc2csc(-c3ccc(C(F)(F)F)cc3)n2)c1	3%

# (next part)
structure	KDM5B inh
CCC(=O)Nc1nnc(SCC(=O)Nc2cccc(Cl)c2)s1	-5%
C/C(=C/C(=O)O)C(=O)Nc1ccc(N2CCOCC2)cc1	?
Cc1ccc(OCCC(=O)Nc2cc(S(=O)(=O)N3CCOCC3)ccc2N2CCCC2)cc1	-3%
Cc1cc(C)c(NC(=O)c2cc(S(=O)(=O)NCCC3=CCCCC3)ccc2F)c(C)c1	-5%
COc1ccc(CNC(=O)c2cccc(C)c2C)cc1C(=O)O	16%
O=C(O)c1ccc(-c2nc3ccncc3[nH]2)cc1	?
Cc1c(CCC(=O)N2CCCCC2)c(=O)oc2c(C)c(O)ccc12	?
CCOc1ccc(S(=O)(=O)Nc2ccc3oc4c(c3c2)CC(C)CC4)cc1 (stereo not drawn)	?
O=c1[nH]c2cccnc2n1C1CCCCC1	-3%[115 µM]
CCOCCCNC(=O)c1cc(C)nc2ccc(C)cc12	?
COc1cccc(-c2cc(C(=O)N3CCCC3c3nncn3C(C)C)[nH]n2)c1 (stereo not drawn)	-11%
Cc1cc(C)cc(NC(=O)c2ccc3oc(=O)c(S(=O)(=O)c4ccc(F)cc4)cc3c2)c1	-11%
CC(CNC(=O)c1cnn(-c2ccc(F)cc2)c1-n1cccc1)c1ccccc1 (stereo not drawn)	?
CCn1ccc2sc(C)c(C(=O)O)c2c1=O	13%
O=c1[nH]c(SCc2c(F)cccc2Cl)nc2c1CCCC2	-4%
Cc1cc(NC(=O)c2ccccc2Cl)sc1C(=O)NC(C)c1ccc(NC(=O)C2CC2)cc1 (stereo not drawn)	?
Cn1c(C(=O)N2CC[C@@](C)(O)[C@@H](O)C2)ccc1-c1ccccc1	15%
CCOC(=O)C(C)n1cnc2c1c(=O)n(C)c(=O)n2C (stereo not drawn)	15%
O=C(NCCc1noc(-c2cccnc2)n1)c1c2c(nc3ccccc13)CCCC2	0%
CN(Cc1cccnc1)C1CCCc2ccccc21 (stereo not drawn)	2%[86.2 µM]

# Remaining list, next part
mol | KDM5B inh
CCOc1ccc(CCNC(=O)CSc2nnnn2-c2ccccc2Cl)cc1OCC | -54%
O=C(COc1ccccc1Cl)Nc1cccc2cccnc12 | -8%
Cc1ccc(C(=O)/C=C/c2ccc(O)cc2)cc1C | -23%
CCC(C(=O)NC1CCCCC1)n1c(SCc2ccccc2F)nc2ccncc21 (stereo not drawn) | -4%
CC1CCN(Cc2ccc(CNc3ccc(C#N)cn3)cc2)CC1 | ?
COCCn1ccnc1CN1CCn2nc(C(O)C3CC3)cc2C1 (stereo not drawn) | -11%
Cc1cccc(C(=O)NNc2ncnc3c2cnn3-c2ccc(C)c(Cl)c2)c1 | 2%
Cc1ccc(C(=O)NC2CC2)cc1NC(=O)c1ccc(C)c(S(=O)(=O)N2CCCCC2)c1 | 16%
COCc1cc([C@H]2N[C@@](C)(C(=O)OC)[C@H]3C(=O)N(C)C(=O)[C@@H]23)ccc1OC | 1%
Cn1nc(C(=O)N2CCn3nc(Cc4ccccc4)cc3C2)ccc1=O | 12%
O=C(O)CC1(CC(=O)NCc2ccc(C(F)(F)F)cc2)CCCCC1 | ?
CCCN(CC#N)CC(=O)NC(=O)NC1CC1 | 23%
CCOc1ccccc1C(=O)NC(C(=O)OCc1ccccc1)C(C)C (stereo not drawn) | 8%
O=C(O)CC(CC(=O)O)c1ccccn1 | -10%
Cc1ccc(CC(=O)N2CCC[C@H]2c2nc(-c3ccccc3Cl)no2)cc1 | 15%
O=C1CCN(C(=O)c2ccccc2)CCCC(C(=O)N2CCN(Cc3ccccc3F)CC2)CCN1 (stereo not drawn) | -13%
N#Cc1c(C(F)(F)F)cc(-c2cccs2)nc1SCC(=O)Nc1cccc(Br)c1 | ?
CN1CCN(c2oc(-c3ccco3)nc2S(=O)(=O)c2ccccc2)CC1 | 8%
COc1cc(CN(C(=O)COc2ccc(F)cc2)c2ccccn2)cc(OC)c1OC | ?
NCCCC(=O)N1CCC2(CC1)CN(C(=O)Cc1ccc(Cl)cc1)CCO2 | 16%[115 µM]
CC(OC(=O)c1ccccc1Oc1ccccc1)C(=O)Nc1cccc(C(F)(F)F)c1 (stereo not drawn) | -8%
COc1cccc(/C=C(\C#N)C(=O)Nc2ccccc2C(F)(F)F)c1OC | -18%
Cc1cc(-c2ccccc2)nc2cc(C(=O)Nc3ccc(Cl)c(Cl)c3)nn12 | ?
O=C(CN1C(=O)c2ccccc2S1(=O)=O)NCc1cccs1 | -18%
COC(=O)c1cnn2c(C)c(Cc3c(C)cc(C)cc3C)c(C)nc12 | ?
COc1ccc(C(=O)NC(C(=O)NCC(C)C)C2CCN(C(=O)c3ccccc3F)CC2)cc1 (stereo not drawn) | 5%
CCc1ccc(NC(=O)Cn2ncc3c(C)n(Cc4cccc(Cl)c4)c(C)c3c2=O)cc1 | -7%
COc1ccc(CN(C)c2nc3ccccc3nc2NS(=O)(=O)c2ccccc2)cc1OC | -6%
CCCNC(=O)NC[C@@H]1C=C(C)[C@H](Cc2nc3ccc(OC)cc3[nH]2)C[C@H]1C(C)C | ?
CN(C)C(CNC(=O)CCc1ncc(-c2ccc(F)cc2)o1)c1ccco1 (stereo not drawn) | 7%
Cc1[nH]c2ccccc2c1C(=O)/C(C#N)=C\c1ccccc1Cl | 18%
Cc1ccccc1[C@H]1C[C@@H](O)[C@@H](O)[C@@H]1NS(=O)(=O)c1ccc(C#N)cc1 | 1%[86.2 µM]
CN1CC2(CCN(C(=O)NCc3ccc(F)cc3)CC2)CC1C(=O)N1CCOCC1 (stereo not drawn) | -12%
Cc1csc2nc(COc3c(Cl)cccc3Cl)cc(=O)n12 | -11%
CC(Oc1ccccc1)C(=O)N1CCN(C(=O)c2nnn3c2COC(c2ccc(Cl)cc2)C3)CC1 (stereo not drawn) | 16%
COc1ccc(NC(=O)CCCN2C(=O)C(c3ccccc3)Oc3cccnc32)cc1OC (stereo not drawn) | ?
Cc1c(Cl)cccc1-n1ncc(C(=O)N2CCc3ccccc3C2)c1C1CCN(C(=O)OC(C)(C)C)CC1 | 18%
COc1ccc(-c2cc3c(=O)n(CCNC(=O)Cc4ccsc4)ccn3n2)cc1 | 28µM*
O=C(c1ccncc1)N1CCC(Oc2ccccc2)C1 (stereo not drawn) | 4%
COc1ccc(CC(=O)N2CCc3cc(OC)c(OC)cc3C2)cc1 | -20%
CCCOc1ccc(C(=O)Nc2sc3c(c2C(=O)OCC)CCCCC3)cc1 | -20%
COc1cccc(N2CCN(C(=O)C3CCCN(S(=O)(=O)c4cccc5nsnc45)C3)CC2)c1 (stereo not drawn) | 5%
CC(C)CCNC1(Cc2cc(CN3CCOCC3)on2)COC1 | 13%[86.2 µM]
CC(=O)Nc1ccc(CNC2CCCC(C(F)(F)F)C2)cc1 (stereo not drawn) | 12%
O=C(NCc1ccco1)C1CC(=O)N(c2n[nH]c3ccccc23)C1 (stereo not drawn) | -6%
Cc1ccc(S(=O)(=O)N2C[C@@H](F)C[C@H]2C(=O)N2CCc3ccccc3C2)cc1 | -2%
O=C(Cn1ccccc1=O)Nc1ccc(Br)cc1F | -5%
COc1ccc(NC(=O)c2cnc(SC)nc2C)cc1OC | 7%
Cc1nn(-c2ccccc2)c(C)c1CN(C)S(=O)(=O)c1cc(F)cc(F)c1 | 5%
CCOc1cc(C#N)ccc1OC(C(=O)NC1CC1)c1ccccc1 (stereo not drawn) | 17%
CCc1ncc(C(O)c2cccc(OC)c2OC)n1C (stereo not drawn) | 9%
CC1=C[C@@H](CNC(=O)CCCC(=O)O)[C@H](C(C)C)C[C@H]1Cc1nc2ccc(C)cc2[nH]1 | -21%[86.2 µM]
CC(C)Oc1cccc2c1c(NC(=O)c1cccnn1)nn2Cc1ccccc1 | -16%
N#Cc1ccc(NCCNC(=O)C2CCCCC2)nc1 | -30%
COc1ccccc1C(=O)Nc1ccc(-c2cc(C(F)(F)F)nn2-c2ccccc2)cc1 | ?
CCOc1ccc(NC(=O)Cn2c(=O)c(-c3noc(CC)n3)c3n(c2=O)CCCC3)cc1 | 1%
COc1ccccc1C(=O)Nc1cccc(OCc2cc(=O)n3c4c(sc3n2)CCCC4)c1 | ?
Cc1cc(C)cc(C(=O)N2CCCC3(C2)NC(=O)N(Cc2ccc(Cl)cc2)C3=O)c1 (stereo not drawn) | 19%
COc1ccc2c(CCNC(=O)C(C)Sc3nc(Cl)nc4nc[nH]c34)c[nH]c2c1 (stereo not drawn) | 7%
N#Cc1ccccc1CNc1ccccc1I | -1%
